Source: PubChem BioAssay (Sanford-Burnham Center for Chemical Genomics)
Hsp70 inhibitors: Hsp70 inhibitors, probe displacement, primary screen, biochemical, fluorescence polarization (AID 583); Heat shock 70 kDa protein 1A (Homo sapiens); Hsp70 fluorescence polarization probe displacement, mP; higher % means a stronger effect; one-dose displacement, % at 20 µM; IC50 in µM for titrated hits; 0.06% of 140,000 active; in the data active = displacement above about 50%;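 also: plate controls were vehicle for no effect and reference ligand for full effect; a part of the inactive calls stands beside numbers as strong as those of hits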
MKP-3 inhibition: MKP-3 phosphatase inhibitors, primary screen, biochemical, rat enzyme, in vitro (AID 425) | Dual specificity protein phosphatase 6 (Rattus norvegicus) | recombinant MKP-3 phosphatase activity, fluorescence; higher % means a stronger effect | one-dose inhibition, % at 20 µM; IC50 in µM for titrated hits | 0.17% of 110,000 active; in the data active = inhibition above about 50%;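 also: plate controls were vehicle for no effect and reference inhibitor for full effect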
Active calls of the source: *; x = no result given; & = joins results of further samples. This is a subset; count on the stated rates, not on these rows.

Start of the data: the first six entries (preview)
SMILES	Hsp70 inhibitors	MKP-3 inhibition
Cc1ccc(S(=O)(=O)Cc2ccc(C(=O)NCc3cccs3)o2)cc1	1.1%	x
Cc1ccc(NC(=O)c2ccc(C3SCC(=O)N3Cc3ccccc3)cc2)c(C)c1 (configuration not stated)	-4.5%	2.3%
CCCN1C(=O)c2ccccc2NC1c1ccc(OC)c(COc2ccc([N+](=O)[O-])cc2)c1 (configuration not stated)	0.4%	3.5%
COc1ccc(NC(=O)c2ccc3nccnc3c2)cc1	4.3%	x
COc1cc2cc(C(c3nnnn3C3CCCC3)N(C)C3CCCCC3)c(=O)[nH]c2cc1OC (configuration not stated)	-2.5%	-6.7%
c1ccc(C(c2ccccc2)N2CCN(Cc3nnnn3C3CCCCC3)CC2)cc1	4.2%	x

All compounds of this part (from the top)
SMILES	Hsp70 inhibitors	MKP-3 inhibition
Cc1ccc(S(=O)(=O)Cc2ccc(C(=O)NCc3cccs3)o2)cc1	1.1%	x
Cc1ccc(NC(=O)c2ccc(C3SCC(=O)N3Cc3ccccc3)cc2)c(C)c1 (configuration not stated)	-4.5%	2.3%
CCCN1C(=O)c2ccccc2NC1c1ccc(OC)c(COc2ccc([N+](=O)[O-])cc2)c1 (configuration not stated)	0.4%	3.5%
COc1ccc(NC(=O)c2ccc3nccnc3c2)cc1	4.3%	x
COc1cc2cc(C(c3nnnn3C3CCCC3)N(C)C3CCCCC3)c(=O)[nH]c2cc1OC (configuration not stated)	-2.5%	-6.7%
c1ccc(C(c2ccccc2)N2CCN(Cc3nnnn3C3CCCCC3)CC2)cc1	4.2%	x
N#Cc1cccc(NC(=O)CSc2ccccc2)c1	21.6%	-8.7%
CCN(CC)CCCNC(=O)C1CCN(C(=O)c2cc3sccc3n2Cc2ccc(F)cc2)CC1	2.6%	1.1%
CCCCCNc1c(C(=O)OCC)c(=O)[nH]c2ccccc12	0.1%	-6.2%
CN(C)CCNC(=O)c1ccc(Br)cc1	7.2%	0.3%
Cc1cc(NC(=O)COC(=O)COc2ccc(C(=O)c3ccccc3)cc2)no1	-0.6%	3.5%
O=C(CN1CCN(c2ccc(F)cc2)CC1)N1CCC(Cc2ccccc2)CC1	3.6%	-2.7%
CC(C)c1nnc(NC(=O)CSc2nnc3c(n2)[nH]c2ccccc23)s1	-0.3%	2.1%
CC(=O)c1oc2ccccc2c1NC(=O)COC(=O)c1ccc(-n2nc(C)cc2C)cc1	-4.2%	-3.4%
COC(=O)c1c(C)oc2ccc(OC(=O)c3ccc(Cl)cc3)cc12	-0.4%	1.9%
CC(/C=C1\SC(=S)N(C(C(=O)O)c2ccccc2)C1=O)=C\c1ccccc1 (configuration not stated)	1.3%	0.6%
COc1ccc(C(=O)N2CCN(c3cccc(Cl)c3)CC2)cc1	-0.5%	x
CN(Cc1ccccc1)C(=O)CN1C(=O)C2C3C=CC(C3)C2C1=O (configuration not stated)	5.5%	x
CC1=C(C(=O)Nc2cccc(Cl)c2)C(c2ccccc2F)NC(=S)N1 (configuration not stated)	-2.5%	1.7%
COC(=O)CCN(C(=O)c1ccc2c(c1)OCO2)c1ccccn1	-2.5%	4.5%
CCn1cnc2cc(NCc3nc4ccccc4n3C)ccc21	3.7%	-7.5%
COC(=O)CP(=O)(c1ccccc1)c1ccccc1	-3.9%&-5.7%	0.7%
COCCNC(=O)c1ccccc1NC(=O)COc1ccccc1	-4.7%	-2.3%
O=C(OCn1nnc2ccccc2c1=O)c1ccc2ccccc2n1	-1.9%	-2.0%
CC1CCc2c(sc3ncnc(SCC(=O)N4CCN(C(=O)c5ccco5)CC4)c23)C1 (configuration not stated)	-0.8%	7.0%
CCOC(=O)CSc1nc2c(c(=O)n1C1CCOC(C)(C)C1)C1(CCCCC1)Cc1ccccc1-2 (configuration not stated)	10.2%	0.1%
O=C(CN1CCC(n2nnc3cc(F)ccc32)CC1)NC1CCCCC1	1.2%	-6.5%
CCOC(=O)c1oc2ccccc2c1NC(=O)C1CCCCC1	-0.2%	-1.0%
O=C(O)CCN1C(=O)c2ccc(S(=O)(=O)c3ccc(C(=O)O)cc3)cc2C1=O	-5.3%	-2.0%
CCOC(=O)COc1nc(N(C)C)nc(N(C)C)n1	1.2%	-3.5%
COc1ccc(OC(C)C(=O)Nc2ccc(F)cc2)cc1 (configuration not stated)	3.8%	3.5%
O=C(CSCc1ccccc1)Nc1ccc2c(c1)OCO2	0.3%	1.9%
Cn1c(SCC(=O)N(C2CCCCC2)C2CCCCC2)nnc1-c1cccs1	4.0%	0.7%
CCOC(=O)C1=C(O)/C(=C/c2ccc(O)cc2)N=C1C	0.3%	3.2%
Cn1c(Cn2c(C(F)(F)F)nc3ccccc32)nc2ccccc21	-3.4%&0.7%	2.3%
Cc1cc(C)cc(NC2=CC(=O)CC(c3ccco3)C2)c1 (configuration not stated)	5.4%	x
COCCCn1nnnc1SCC(=O)Nc1nc(C)c(C)s1	-3.6%	-1.9%
Cc1c(N(C(=O)Nc2ccccc2)C2=NCC(C)S2)c(=O)n(-c2ccccc2)n1C (configuration not stated)	5.8%	1.9%
CCC1=NN2C(=N)/C(=C\c3ccc(SCc4ccco4)o3)C(=O)N=C2S1	-6.3%	x
COC(=O)c1cc(C(=O)Nc2nc3ccccc3s2)cc([N+](=O)[O-])c1	-2.8%	1.2%
COC(=O)c1ccc(C2CC(=O)Nc3cc(OC)c(OC)cc32)cc1 (configuration not stated)	7.6%	-7.5%
O=C(CSc1nnc(-c2cccc(F)c2)n1-c1ccccc1)Nc1ccc(Br)cc1	0.8%	3.3%
CC(C)(C)C(=O)CC(C)(O)c1ccc(Cl)cc1 (configuration not stated)	0.8%	0.0%
Cn1c(=O)n(CCc2ccccc2)c(=O)c2c1nc1n2CCN1Cc1ccco1	-0.7%	2.8%
O=C(c1ccco1)[C@@H]1[C@@H]2C(=O)N(c3ccc(Br)cc3)C(=O)[C@@H]2C2c3ccccc3C=CN21 (some centres not stated)	11.0%	0.4%
COc1ccccc1C1C(C(=O)c2cc3ccccc3o2)=C(O)C(=O)N1CCN(C)C (configuration not stated)	-4.7%	-6.2%
CCCn1nnnc1SCC(=O)NCc1cccs1	2.5%	6.9%
CC(=O)N(c1ccc2oc(=O)sc2c1)S(=O)(=O)c1ccccc1	4.4%	2.9%
COc1ccc(C(C)NC(=O)CN(c2ccccc2C)S(=O)(=O)c2ccc(C)cc2)cc1 (configuration not stated)	-1.2%	2.8%
COCC(C)NC(=O)c1noc2c1CCc1cc(OC)ccc1-2 (configuration not stated)	-5.6%	3.0%
Cc1cc(C)c2c(N)c(C(=O)N3CCCCCC3)sc2n1	-2.4%	-11.0%
O=[N+]([O-])c1ccccc1-c1nc(-c2cccnc2)no1	0.4%	-0.2%
Cc1cc(/C=C(/C#N)c2nc3ccccc3[nH]2)c(C)n1-c1cccc([N+](=O)[O-])c1	-0.1%	x
C=CCn1c(NC(=O)c2ccccc2Cl)c(C#N)c2nc3ccccc3nc21	0.4%	x
CCOCC(=O)Nc1nc2ccc(C)cc2s1	1.4%	0.4%
O=C(Nc1ccc(Cc2ccncc2)cc1)c1cccc(Cl)c1	0.9%	3.5%
CC(=O)n1nc(-c2cccnc2)nc1N	-1.1%	0.7%
COc1ccc(Nc2nc(N)nc(CSc3n[nH]c(-c4ccccc4)n3)n2)cc1	4.3%	-9.4%
O=C(CN1C(=O)c2ccccc2S1(=O)=O)N1CCN(c2ccccc2F)CC1	4.9%	-15.4%
O=C(Nc1ccc2c(c1)OCCO2)c1c(F)cccc1F	3.7%	-13.6%
More entries:
SMILES	Hsp70 inhibitors	MKP-3 inhibition
CCOc1ccc(NC(=O)CN(c2ccc(C)cc2)S(=O)(=O)c2ccc(OC)c(OC)c2)cc1	0.8%	3.6%
COc1ccc(S(=O)(=O)Nc2cc(OC)c(NC(=O)c3ccco3)cc2OC)cc1	-0.8%	4.1%
O=C1CC(c2ccc(F)cc2)c2cc(Br)c3ccccc3c2N1 (configuration not stated)	3.6%	1.2%
COC(=O)CSc1nc2c(c(=O)n(C)c(=O)n2C)n1CCCc1ccccc1	1.2%	-5.5%
O=C1Nc2cccnc2Sc2ccccc21	7.1%	-6.8%
COc1cc(OC)nc(NC(=O)COC(=O)C2CCCCC2)n1	-3.7%	-2.9%
CSc1ccccc1C(=O)O/N=C1\CCCc2c1ccc(O)c2C	-1.3%	2.1%
Cc1csc(SCC(=O)N2CCCC2)n1	0.5%	-9.1%
N#CCCSCc1ccc(C(=O)O)o1	-1.2%	4.3%
O=C(Nc1ccc(Cl)c(Cl)c1)c1cnn2c1NC(c1ccccc1)CC2C(F)(F)F (configuration not stated)	-3.0%	5.4%
O=C(COC(=O)COc1ccc(Cl)cc1)NC1CCCCC1	2.1%	x
CC1=C(C(=O)OC(C)C)C(c2cccs2)C2=C(CCCC2=O)N1 (configuration not stated)	0.3%	-15.3%
CC(C)c1nc(N2CCCC2)c(C#N)c2c1CCCC2	7.4%	-24.4%
O=C(NCc1ccccn1)c1cc2ccccn2n1	3.1%	-2.4%
COc1ccc(S(=O)(=O)N2CCCN(CC(=O)Nc3cc(NC(C)=O)ccc3OC)CC2)cc1	-2.2%	-1.9%
CCCCCCc1cc2cc(C(N)=O)c(=N)oc2cc1O	110.1%	x
Cc1nc2nc[nH]n2c(=O)c1NC(=O)c1c(-c2ccccc2Cl)noc1C	5.0%	8.1%
Cc1ccccc1C(=O)O/N=C(\N)c1cccc([N+](=O)[O-])c1	-3.0%	0.2%
O=C(CCCn1nnc(-c2cccnc2)n1)c1ccc(F)cc1	-0.2%	-3.9%
CCOc1ccc(N2C(=O)CC(N3CCN(c4ccc(C(=O)c5ccncc5)cc4)CC3)C2=O)cc1 (configuration not stated)	1.7%	-3.1%

Part of the list above, with two lines to a compound.
Order of values: Hsp70 inhibitors, MKP-3 inhibition
CCOc1ccc(N2C(=O)CC(N3CCN(c4ccc(C(=O)c5ccncc5)cc4)CC3)C2=O)cc1 (configuration not stated)
    1.7%, -3.1%
COc1cc(OC)nc(NC(=O)COC(=O)C2CCCCC2)n1
    -3.7%, -2.9%
COC(=O)CSc1nc2c(c(=O)n(C)c(=O)n2C)n1CCCc1ccccc1
    1.2%, -5.5%
O=C(Nc1ccc(Cl)c(Cl)c1)c1cnn2c1NC(c1ccccc1)CC2C(F)(F)F (configuration not stated)
    -3.0%, 5.4%

Additional structures:
SMILES	Hsp70 inhibitors	MKP-3 inhibition
CC1=NN(C(=O)Cc2ccccc2)C(O)(c2cccnc2)C1 (configuration not stated)	3.5%	-4.4%
COc1ccccc1CNC(=O)c1ccccc1N(C)S(C)(=O)=O	0.7%	x
CS(=O)(=O)N(Cc1ccc(C(=O)N2CCOCC2)cc1)c1ccccc1	-2.9%	0.6%
Cc1ccc(CNC(=O)CN(C)S(=O)(=O)c2cccc3cccnc23)cc1	-1.6%	3.4%
N/C(=N\N=C\c1cc(Br)cc(Br)c1O)c1nonc1N	-4.0%	-0.3%
COC(=O)C1=C(C(=O)c2ccc(C)cc2)C(c2ccc(O)c(OC)c2)n2nnnc2N1 (configuration not stated)	x	-2.2%
Cc1cccc(N2CCN(C(=O)c3cccs3)CC2)c1C	-2.4%	0.3%
COc1ccc(NC(=O)Cn2nnc(-c3ccccc3F)n2)cc1	4.2%	-1.3%
Cc1nn(Cc2ccc(C(=O)NC3CCCCC3)o2)c(C)c1Br	-0.2%	-2.9%
CN(c1ccccc1)S(=O)(=O)c1cc(C(=O)N2CCN(c3ccccn3)CC2)ccc1Cl	-1.2%	-4.5%
CCOC(=O)C1=C(O)/C(=C/c2ccc(OC)cc2)SC1=Nc1ccccc1	0.7%	-1.2%
CCSc1nnc(NC(=O)CSc2nnc(Cc3cccn3C)n2-c2ccc(C)cc2)s1	-5.6%	6.2%
CCOC(=O)C1CCCN(Cc2ccc3c(c2)OCO3)C1 (configuration not stated)	-2.0%	-4.4%
COc1ccc2c(=O)c(Oc3ccccc3Br)coc2c1	-0.5%	-8.9%
O=C(NCc1ccco1)c1ccc(Cn2c(=O)c3ccccc3n(Cc3cccc(F)c3)c2=O)cc1	-1.6%	x
COC(=O)c1c(NC(=O)C2C3CCC(C3)C2C(=O)O)sc(C)c1-c1cc(C)ccc1C (configuration not stated)	1.5%	3.3%
CC(C)N(C(=O)Cn1c(SCC(=O)Nc2nccs2)nc2ccccc21)C(C)C	-1.0%	x
O=C(O)CC1Sc2ccccc2NC1=O (configuration not stated)	-5.4%	-20.3%
CNC(=O)/C(=C/c1ccccc1)NC(=O)c1ccccc1	2.5%	4.5%
CC(=O)NC(c1ccc(C)cc1)c1c(OC(=O)COc2ccccc2)ccc2ccccc12 (configuration not stated)	-1.2%	2.7%
O=C(Nc1ccccc1Cl)c1ccc(Br)o1	1.2%	0.0%
CC(C)[C@H](NC(=O)NCc1ccco1)C(=O)O	-3.2%	-2.0%
Cn1cc(Cl)c(C(=O)N(Cc2ccccc2)c2ccccn2)n1	4.2%	-11.0%
O=C(CN1CCOCC1)Nc1ccc(S(=O)(=O)N2CCCCCC2)cc1	2.1%	-5.1%
CC1CCCCC1NC(=O)c1ccc(CNc2c(N3CCCC3)c(=O)c2=O)cc1 (configuration not stated)	8.0%	-5.8%
COc1ccc2c(c1)SCC(=O)N2C	13.4%	x
O=C(CSc1nc2cc(Cl)ccc2s1)NC(=O)NCc1ccco1	-7.5%	5.3%
Cc1cccc(C)c1N1C(=O)c2ccccc2C1=O	-4.6%	-2.1%
O=C(c1cccnc1)N(Cc1ccccc1)c1cccc([N+](=O)[O-])c1	-16.3%	0.3%
